Compound activity: PubChem BioAssay, several laboratories
IMP-1 inh – inhibitors of Pseudomonas aeruginosa IMP-1 metallo-beta-lactamase; 0.45% of 290,000 active; purified IMP-1, nitrocefin hydrolysis, epi-absorbance fluorescence; inhibition, % at 5.6 µM;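 active means inhibition above the mean plus 3 SD of all compounds in the same screening run, cut at about 4.5% in these data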;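 further: 0% = IMP-1 with DMSO and 100% = DMSO wells lacking enzyme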
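System: Purified recombinant IMP-1 metallo-beta-lactamase enzyme | Measured by: Fluorescence quenching readout, ex 480/em 530 nm | Replication: Singlicate | Incubation: 15 min preincubation plus 25 min reaction at 25 °C | Evaluation: Percent inhibition from optical density relative to buffer-blank wells | Benchmarks: DMSO with and without IMP-1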
NALP1 inh – NALP1 inhibition | S. cerevisiae NALP1/ASC/caspase-1 growth, X-gal OD620, 72 h | 0.61% of 280,000 active | inhibition, % at 10 µM; in the data active means inhibition mostly above about 24%, no sharp cut-off; inactive means mostly below about 32%; further: some compounds called inactive have numbers as strong as hits
NS3 helicase inh – inhibitors of Hepatitis C virus NS3 helicase | NS3 helicase DNA unwinding, Cy5 molecular beacon fluorescence | inhibition, % at 10.9 µM | 0.56% of 290,000 active | AID 1800;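 active means inhibition above the mean of all tested compounds plus 3 SD, set per campaign, cut at about 35% in these data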;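 further: 0% = DMSO wells and 100% = thioflavine S control wells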
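System: NS3 helicase fragment of HCV / Schedule: 1 h at 25 °C / Control set: DMSO alone as 0% and 110 µM thioflavine S as 100% / Reagent: Cy5/quencher beacon DNA duplex and ATP to start / Technique: Cy5 fluorescence / Replication: singlicate / Evaluation: % inhibition of end-to-start signal ratio versus controls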
PfM18AAP inh – blocks P. falciparum M18 aspartyl aminopeptidase; recombinant PfM18AAP, H-Glu-NHMec fluorogenic cleavage; inhibition, % at 7.35 µM; 1.2% of 290,000 active;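 active means inhibition above the campaign mean inhibition over all tested compounds plus 3 SD, cut at about 28% in these data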;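 further: 0% = plate median of test compound wells and 100% = 2 mM ZnCl2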
VIM-2 inh – inhibitors of Pseudomonas aeruginosa VIM-2 metallo-beta-lactamase. purified VIM-2, nitrocefin hydrolysis, epi-absorbance fluorescence. 0.89% of 290,000 active. inhibition, % at 5.6 µM;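 active means inhibition above the mean of all tested compounds plus 3 SD, cutoff set per screening run, cut at about 7.5% in these data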;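 further: red hydrolysis product quenches plate fluorescence so inhibitors raise well fluorescence; 0% = enzyme with DMSO and 100% = DMSO without enzyme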
MEKK2wt PB1 HTS – raises or lowers MEK5 binding to wildtype human MEKK2 PB1 domain; 1.1% of 290,000 active; Q9Y2U5; bead flow cytometry, Alexa488-MEK5 binding to MEKK2 WT; actives lie on both sides; AID 1531; binding response (% of control), % at 10 µM; in the data active means binding response below about 67% or above about 130%
MEKK2mut PB1 HTS – signal of MEK5 binding to mutant human MEKK2 PB1 domain. bead flow cytometry, Alexa488-MEK5 binding to MEKK2 mutant. percent response, % at 10 µM. 0.35% of 290,000 active. AID 1530; in the data active means percent response above about 24%, passing the limit was not always enough; further: inactives centre near 1; some results filed as inactive read as strong as hits
DNA FID counter – displaces DNA intercalator in HCV helicase counter-screen. DNA fluorescent intercalator displacement, fluorescence. inhibition, % at 7.9 µM. 0.17% of 290,000 active; in the data active means inhibition above about 37%;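 further: 0% = vehicle and 100% = reference compound; higher means more ethidium bromide displaced from hairpin DNA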
UBC9 SUMO inh – blocks human SUMOylation mediated by UBC9. inhibition, % at 35 µM. 0.36% of 290,000 active. HTRF SUMOylation assay, SAE1/SAE2 + UBC9, in vitro. P63279. AID 2006; in the data active means inhibition above about 50%, passing the limit was not always enough; further: strong numbers were not always called active
Target sequence (P63279 whole entry, looked up): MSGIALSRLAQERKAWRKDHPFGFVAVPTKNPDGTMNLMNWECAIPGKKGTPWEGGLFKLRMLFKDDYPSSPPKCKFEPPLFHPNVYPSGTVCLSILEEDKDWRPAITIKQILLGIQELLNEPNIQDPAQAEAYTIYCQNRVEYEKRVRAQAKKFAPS
* hit, by the source's call; nt = not tested or not shown.

Screens in order – VIM-2 inh	NALP1 inh	DNA FID counter	UBC9 SUMO inh	NS3 helicase inh	MEKK2mut PB1 HTS	MEKK2wt PB1 HTS	IMP-1 inh	PfM18AAP inh
Cn1c(COc2ccccc2)nnc1SCC(=O)Nc1ccc(N2CCOCC2)c(Cl)c1
 : -3.7	-0.5	-22.1	11.7	0.9	-8.0	96.0	-4.0	6.9
CC1CCCCN1c1nc(-c2ccncc2)nc2ccccc12 (stereo not drawn)
 : 3.2	14.0	-24.1	-1.4	-12.4	4.0	106.0	-1.9	1.4
O=[N+]([O-])c1ccc(-n2nncc2-c2ccc(Cl)cc2)cc1
 : -1.9	15.3	-5.5	4.3	3.9	5.0	104.0	-3.6	-1.3
COc1ccc(-c2ccc(CCC(=O)O)n2CC(C)C)cc1
 : 2.5	-7.9	-27.4	4.8	23.5	-11.0	74.0	7.1*	5.2
O=C(COC(=O)Cc1ccc(-c2ccccc2)cc1)NCc1ccccc1
 : -3.1	7.8	-14.1	-4.4	-9.2	2.0	97.0	-2.6	0.6
O=C(CCS(=O)(=O)c1ccccc1)Nc1cccc2c1C(=O)NC2=O
 : -2.6	13.0	-1.3	18.4	-15.9	-3.0	96.0	0.2	-2.3
O=C(c1ccc2nc(Cc3cccc(Cl)c3)oc2c1)N1CCC[C@H]1CO
 : -2.5	20.8	-40.8	5.9	-3.1	1.0	101.0	-2.4	3.7
Cc1ccc(Nc2oc(C)nc2C#N)cc1
 : -1.4	-12.0	2.6	3.9	-3.6	8.0	105.0	-3.3	3.6
COc1cccc(OCCc2c(C)n[nH]c2C)c1
 : -4.6	7.9	-6.1	-2.3	0.0	4.0	119.0	-1.3	-1.8
O=c1[nH]c2ccccc2n2c(C(F)(F)F)nnc12
 : -1.2	9.0	-3.1	-4.6	-3.4	-1.0	101.0	-2.3	2.7
COc1ccc(/C=C2\SC(=S)N(CC(=O)NC3C=CS(=O)(=O)C3)C2=O)cc1 (stereo not drawn)
 : -1.3	7.1	-24.5	28.6	-8.0	8.0	105.0	0.3	0.1
FC(F)(F)c1ccccc1-n1c(-c2ccco2)n[nH]c1=S
 : 9.9*	0.9	-16.3	6.4	4.2	0.0	105.0	-1.5	12.7
C=CCSc1nnc(-c2cc3c(s2)-c2ccccc2CC3)o1
 : -3.6	42.9	-9.0	12.0	10.6	-4.0	105.0	-1.9	0.6
CC(=O)N1CCN(c2ccc(NC(=O)c3ccc([N+](=O)[O-])cc3Cl)cc2)CC1
 : -1.6	22.3	-0.6	21.5	-8.8	9.0	108.0	-2.1	-6.5
Cc1ccc(NC(=O)CSc2nncn2-c2ccccn2)cc1Cl
 : -0.2	24.6	-11.6	-7.9	-5.7	-2.0	102.0	-0.1	1.1
CN(c1ccccc1)c1cc(=O)[nH]c(=O)[nH]1
 : -3.6	15.8	-2.7	81.9	-9.1	-2.0	93.0	-3.1	3.1
CCOC(=O)CC1C(=O)NCCN1Cc1ccc(OC)c(OC)c1 (stereo not drawn)
 : -1.9	-15.5	1.9	-6.5	-2.4	-38.0	101.0	-0.9	-5.0
COc1ccccc1CNC(=O)c1ccccc1N(C)S(C)(=O)=O
 : -2.6	13.1	-4.7	-11.7	-1.5	3.0	98.0	-3.1	-1.2
CCOC(=O)C1CCCN(C(=O)c2ccc(OCC)cc2)C1 (stereo not drawn)
 : -4.8	-11.5	-10.2	22.6	-0.1	2.0	100.0	-3.1	-0.6
N#CC(C#N)=C1C=CC=CN1/C(=C\c1ccccc1)C(=O)c1cccs1
 : 2.4	33.4	8.9	16.1	-2.3	7.0	88.0	0.9	3.5
C=CCN(c1ccc(C(=O)Nc2ccc(C)c(C)c2)cc1)S(C)(=O)=O
 : -0.7	23.3	-18.4	2.7	-16.4	0.0	106.0	-2.5	-2.6
CC(NC(=O)c1ccccc1F)c1nnc(SCC(=O)NC2CCCC2)n1C (stereo not drawn)
 : -0.7	12.7	-4.6	-9.5	-1.0	-7.0	93.0	-1.5	-7.2
CCOCCc1nnc(NC(=O)c2ccc(OC)c(OC)c2)s1
 : -3.1	0.7	-8.4	19.6	7.0	2.0	100.0	-4.8	2.2
O=C(Cn1nnc(-c2ccncc2)n1)N1CCc2ccccc21
 : -1.4	-11.1	-0.3	7.8	-3.4	2.0	98.0	-3.0	0.4
CN(CC(=O)Nc1ccccc1F)CC(=O)Nc1ccc(F)c(F)c1F
 : -3.9	-0.7	-10.6	2.4	-8.3	4.0	100.0	-3.1	7.6
Cc1ccc(CNC(=O)CN(C)S(=O)(=O)c2cccc3cccnc23)cc1
 : -2.0	6.1	-28.6	13.1	28.1	2.0	105.0	-3.7	15.4
COc1ccc(CCNC(=O)c2ccccc2NS(=O)(=O)c2c(F)cccc2F)cc1
 : -2.7	-1.6	-24.1	-5.4	-20.3	-2.0	97.0	-6.1	-2.6
Cc1cc(=O)n2[nH]nnc2n1
 : -2.5	-2.3	1.2	8.5	-9.6	6.0	104.0	-3.2	0.2
Cc1ccccc1C(=O)O/N=C(\N)c1cccc([N+](=O)[O-])c1
 : -0.3	0.1	7.0	-5.6	0.0	4.0	99.0	-0.8	-10.2
COc1ccc(C(=O)O/N=C(/c2ccccc2)c2ccncc2)cc1OC
 : 1.0	4.0	-23.4	19.5	-4.2	-16.0	77.0	-1.7	-4.8

Part of the list above, bar-delimited:
Compound | VIM-2 inh | NALP1 inh | DNA FID counter | UBC9 SUMO inh | NS3 helicase inh | MEKK2mut PB1 HTS | MEKK2wt PB1 HTS | IMP-1 inh | PfM18AAP inh
Cc1ccc(Nc2oc(C)nc2C#N)cc1 | -1.4 | -12.0 | 2.6 | 3.9 | -3.6 | 8.0 | 105.0 | -3.3 | 3.6
COc1cccc(OCCc2c(C)n[nH]c2C)c1 | -4.6 | 7.9 | -6.1 | -2.3 | 0.0 | 4.0 | 119.0 | -1.3 | -1.8

The list goes on:
Screens in order – VIM-2 inh	NALP1 inh	DNA FID counter	UBC9 SUMO inh	NS3 helicase inh	MEKK2mut PB1 HTS	MEKK2wt PB1 HTS	IMP-1 inh	PfM18AAP inh
Cc1ccc(S(=O)(=O)N(Cc2ccc(F)cc2)Cc2ccco2)cc1
 : 1.9	18.7	-9.0	-14.4	1.2	12.0	107.0	0.2	-9.7
COc1cccc(/C=C(\C(=O)O)c2ccccc2)c1
 : 0.3	-11.4	-8.3	-16.6	10.1	-5.0	104.0	-2.7	1.2
CN(C)CC(C)(C)CNS(=O)(=O)c1ccc(OC(F)(F)F)cc1
 : -1.1	4.0	9.9	-1.9	2.4	-13.0	86.0	-0.1	-0.6
O=C(CSc1nc(NS(=O)(=O)c2ccccc2)cc(=O)[nH]1)Nc1ccccc1C(F)(F)F
 : -0.8	14.3	-6.7	2.6	-11.2	-2.0	96.0	0.0	3.9
CCOc1ccc(N2C(=O)CC(N3CCN(c4ccc(C(=O)c5ccncc5)cc4)CC3)C2=O)cc1 (stereo not drawn)
 : -2.4	nt	-5.6	nt	-4.0	7.0	102.0	-4.2	-6.5
O=C(c1cccc(Cl)c1)N1CCCC(c2ccc(Cl)cc2)=N1
 : 2.5	-6.8	-4.7	-12.9	-0.6	4.0	99.0	-2.0	0.1
O=C(CCCn1nnc(-c2cccnc2)n1)c1ccc(F)cc1
 : -1.1	13.0	-7.8	6.4	6.3	4.0	101.0	-1.3	-22.1
Cc1ccccc1Nc1nc2ccccc2s1
 : -1.9	31.4	-2.7	-10.7	-2.8	17.0	116.0	-3.8	5.3
Cc1ccc(CNS(=O)(=O)c2c(C)[nH]c(C)c2C(=O)N2CCCC2)cc1
 : -1.6	14.5	-10.1	0.2	-6.5	2.0	99.0	-2.0	-4.5
Fc1ccc(N2CCN(C(=S)NCC3CCCO3)CC2)cc1 (stereo not drawn)
 : -0.8	-15.9	-9.9	-5.9	-5.9	0.0	106.0	-3.1	4.7
CN(C)CCN(CC1CCCN(Cc2ccccc2F)C1)C(=O)c1ccc(Cl)cc1 (stereo not drawn)
 : -1.6	-1.1	14.8	2.8	-21.1	17.0	121.0	-1.1	-1.8
Cc1ccc2oc(C(=O)N3CCC(C(N)=O)(N4CCCCC4)CC3)c(C)c2c1
 : -0.3	7.8	-18.9	12.9	0.1	3.0	104.0	-4.2	2.7
CN(c1ccccc1)S(=O)(=O)c1ccc(NC(=O)c2ccc(-c3ccccc3)cc2)cc1
 : 0.5	-0.1	2.5	-21.5	0.8	0.0	102.0	-1.6	0.6
Cc1ccc(/C=C2\C(=O)NC(=O)N2C)o1
 : -1.6	-0.9	-9.3	8.1	12.7	-2.0	98.0	-3.4	-33.0
Cc1ccc(S(=O)(=O)Cc2ccc(C(=O)N3CCCCC3C)cc2)cc1 (stereo not drawn)
 : -4.4	-1.3	-32.1	5.6	8.4	6.0	106.0	0.4	2.0
Cc1cc2c(cc1C)NC(c1cccnc1)C1=C(CC(C)(C)CC1=O)N2 (stereo not drawn)
 : -0.7	6.0	-12.9	3.2	-7.0	4.0	106.0	0.1	-1.2
CCOC(=O)CNC(=O)/C=C/c1ccc2c(c1)OCO2
 : -3.9	-0.7	-0.2	12.4	15.7	2.0	100.0	-3.4	2.1
N#Cc1ccc(OCC(O)CN2CCN(CC(O)COc3ccc(C#N)cc3)CC2)cc1 (stereo not drawn)
 : -1.5	15.7	4.0	8.5	-1.1	4.0	100.0	-2.0	-13.0
Cc1c(CC(=O)O)c(=O)oc2cc3c(cc12)CCC(C)(C)O3
 : -0.4	7.8	-12.2	20.3	3.0	4.0	106.0	-2.8	-0.3
CSc1ncccc1C(=O)OCc1cccc([N+](=O)[O-])c1
 : 0.1	8.1	7.8	0.9	-5.6	-4.0	94.0	-1.4	-13.3
CC1=NN(C(=O)Cc2ccccc2)C(O)(c2cccnc2)C1 (stereo not drawn)
 : -2.9	16.2	-2.7	12.9	-3.5	3.0	92.0	-1.6	0.0
CC(=O)c1cccc(NC(=O)C(NC(C)C)c2ccccc2)c1 (stereo not drawn)
 : -0.2	2.2	-14.6	-4.8	-8.7	3.0	112.0	0.3	-3.1
Cn1nc(C(F)(F)F)cc1C(=O)Nc1ccc(Cl)cc1
 : -2.7	6.4	-6.2	-1.7	6.5	3.0	96.0	-1.1	-2.3
Cc1cccc2cc(CN(Cc3ccc(F)cc3)C(=O)N3CCOCC3)c3nnnn3c12
 : -2.9	-7.7	0.2	0.4	-7.1	4.0	105.0	-0.7	-3.0
O=C(NCc1ccco1)c1ccc(Cn2c(=O)c3ccccc3n(Cc3cccc(F)c3)c2=O)cc1
 : -1.1	-3.9	0.7	-21.7	2.4	1.0	89.0	-4.3	-0.5
C=CCn1c(O)c(C(CC)=NCCN2CCOCC2)c(=O)[nH]c1=O
 : 0.6	-0.5	4.0	8.3	33.3	4.0	101.0	-0.1	15.0
CCOC(=O)C1CCCN(Cc2ccc3c(c2)OCO3)C1 (stereo not drawn)
 : -6.2	-1.1	1.3	-10.1	2.7	3.0	106.0	-1.8	2.7
CCSc1nnc(NC(=O)CSc2nnc(Cc3cccn3C)n2-c2ccc(C)cc2)s1
 : -1.0	12.1	-43.1	10.4	19.6	2.0	97.0	0.2	-0.4
O=C(NNc1c2ccccc2nc2ccccc12)c1ccc(Cl)cc1
 : -6.1	21.3	8.3	17.0	-14.4	2.0	99.0	-3.9	-0.5

Look-ups from above.
Cc1ccc(S(=O)(=O)Cc2ccc(C(=O)N3CCCCC3C)cc2)cc1 (stereo not drawn) in IMP-1 inh has 0.4
CSc1ncccc1C(=O)OCc1cccc([N+](=O)[O-])c1 in NS3 helicase inh has -5.6
